CendR NRP1 mod = NRP-1/CendR interaction modulation; O14786; FAM-RPARPAR peptide binding to NRP-1, fluorescence polarization; inhibition, % at 25 µM; actives 0.85% (n = 360,000);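 active = inhibition or corrected inhibition above about 18%, plus a signal ratio from 0.5 to 1.5, limit read from the data, passing the limit was not always enough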; also: strong numbers were not always called active
TbMetRS inhib = blocks T. brucei methionyl-tRNA synthetase activity; purified T. brucei MetRS, ATP depletion, Kinase-Glo luminescence; inhibition, % at 11.9 µM; actives 0.4% (n = 360,000);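 active = inhibition above a per-plate cutoff of the control wells' mean inhibition plus 3 SD, cut at about 5.5% in these data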;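 also: 0% = DMSO wells median and 100% = median of wells with control inhibitor compound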
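assay system = parasite MetRS enzyme | timing = 15 min preincubation, 2 h reaction, all 25 °C | evaluation = percent inhibition relative to median high and low control wells | medium = HEPES buffer containing pyrophosphatase, BSA, spermine, DTT | compound = single dose, 11.9 µM final nominal, 0.9% final DMSO | detection = Kinase-Glo luminescence, ATP depletion format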
LMPTP block = LMPTP (human) inhibition | P24666 | recombinant LMPTP-A, OMFP fluorogenic substrate, fluorescence intensity | inhibition, % at 20 µM | actives 0.22% (n = 360,000) | AID 651560;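 active = compounds that cut the enzyme signal by at least half of the control window in the single-dose screen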;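 also: plate controls were DMSO wells with enzyme plus substrate for no effect and substrate without enzyme for full effect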
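Buffer or medium: Bis-Tris pH 6.0, DTT, detergent; Assay system: LMPTP-A enzyme; Quantity: 0.625 nM enzyme; Detection: endpoint fluorescence intensity; Times: 50 min dark incubation at room temperature; Controls: substrate-only low control, DMSO enzyme-plus-substrate high control; Doses: single 20 µM dose; Read-out: percent inhibition versus substrate-only and uninhibited controls; Reagent: 400 µM OMFP.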
SKN-1 block = inhibitors of C. elegans SKN-1. C. elegans VP596 Pgst-4::GFP/RFP ratio, acrylamide-induced, 24 h. inhibition, % at 21.8 µM. actives 0.49% (n = 360,000);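 active = interference check ratio from 0.5 to 1.5 plus GFP to RFP signal ratio inhibition reaching or exceeding a fixed threshold, cut at about 30% in these data, passing the limit was not always enough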; also: some compounds called inactive have numbers as strong as hits
SUMO1 PPI mod = modulators of human SUMO1-mediated protein-protein interactions; P63165; SUMO1 binding to a labelled peptide, TR-FRET, 1 h; inhibition, % at 20 µM; actives 0.33% (n = 360,000); AID 602429; in the data active = inhibition above about 37%
Scp1 inh = blocks human Scp-1 phosphatase activity | Recombinant Scp1, phosphopeptide, malachite green phosphate absorbance | inhibition, % at 20 µM | actives 0.88% (n = 340,000);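 active = inhibition above about 50% at 20 µM, limit read from the data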;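 also: plate controls were DMSO wells with enzyme for no effect and wells lacking enzyme for full effect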
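System: truncated SCP-1 phosphatase (76-261aa); medium: Tris acetate buffer pH 5.5 with MgCl2 and Tween-20; incubation: 45 min room-temperature reaction, 5 min colour, 30 min stabiliser; compound: single 20 µM dose, 1% DMSO; reagent: Phosphorylated 17-residue peptide substrate; read-out: % inhibition at 20 µM; technique: colorimetric free-phosphate detection, absorbance 630 nm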
STEP inh = blocks human striatal-enriched tyrosine phosphatase. P54829. recombinant STEP, OMFP fluorogenic substrate, fluorescence. inhibition, % at 20 µM. actives 0.25% (n = 360,000). AID 588621;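 active = inhibition at 20 µM, scaled per plate between control wells, above about 37%, limit read from the data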;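 also: 0% = DMSO with enzyme and substrate and 100% = substrate only without enzyme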
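System: STEP (striatal-enriched tyrosine phosphatase) enzyme, cell-free; medium: Bis-Tris pH 6.0 buffer with DTT, detergent; dosing: 20 µM, 1% DMSO; times: reaction 20 min, ambient temperature; detection: fluorescence, 480/540 nm; read-out basis: normalized % inhibition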
Neddylation inh = blocks human cullin neddylation; calls only at 25 µM; AID 651699; P61081+Q13564; actives 0.58% (n = 360,000); TR-FRET cullin neddylation, biochemical; in the data active = inhibition above about 36%
DNMT1 inh = DNMT1 (human) enzyme inhibition; DNMT1 molecular beacon, Hinp1I cleavage, fluorescence; P26358; inhibition (reported as % activation of signal), % at 10 µM; actives 0.83% (n = 360,000); in the data active = inhibition above about 50%
Target sequence (P26358 504-1616 limits assumed): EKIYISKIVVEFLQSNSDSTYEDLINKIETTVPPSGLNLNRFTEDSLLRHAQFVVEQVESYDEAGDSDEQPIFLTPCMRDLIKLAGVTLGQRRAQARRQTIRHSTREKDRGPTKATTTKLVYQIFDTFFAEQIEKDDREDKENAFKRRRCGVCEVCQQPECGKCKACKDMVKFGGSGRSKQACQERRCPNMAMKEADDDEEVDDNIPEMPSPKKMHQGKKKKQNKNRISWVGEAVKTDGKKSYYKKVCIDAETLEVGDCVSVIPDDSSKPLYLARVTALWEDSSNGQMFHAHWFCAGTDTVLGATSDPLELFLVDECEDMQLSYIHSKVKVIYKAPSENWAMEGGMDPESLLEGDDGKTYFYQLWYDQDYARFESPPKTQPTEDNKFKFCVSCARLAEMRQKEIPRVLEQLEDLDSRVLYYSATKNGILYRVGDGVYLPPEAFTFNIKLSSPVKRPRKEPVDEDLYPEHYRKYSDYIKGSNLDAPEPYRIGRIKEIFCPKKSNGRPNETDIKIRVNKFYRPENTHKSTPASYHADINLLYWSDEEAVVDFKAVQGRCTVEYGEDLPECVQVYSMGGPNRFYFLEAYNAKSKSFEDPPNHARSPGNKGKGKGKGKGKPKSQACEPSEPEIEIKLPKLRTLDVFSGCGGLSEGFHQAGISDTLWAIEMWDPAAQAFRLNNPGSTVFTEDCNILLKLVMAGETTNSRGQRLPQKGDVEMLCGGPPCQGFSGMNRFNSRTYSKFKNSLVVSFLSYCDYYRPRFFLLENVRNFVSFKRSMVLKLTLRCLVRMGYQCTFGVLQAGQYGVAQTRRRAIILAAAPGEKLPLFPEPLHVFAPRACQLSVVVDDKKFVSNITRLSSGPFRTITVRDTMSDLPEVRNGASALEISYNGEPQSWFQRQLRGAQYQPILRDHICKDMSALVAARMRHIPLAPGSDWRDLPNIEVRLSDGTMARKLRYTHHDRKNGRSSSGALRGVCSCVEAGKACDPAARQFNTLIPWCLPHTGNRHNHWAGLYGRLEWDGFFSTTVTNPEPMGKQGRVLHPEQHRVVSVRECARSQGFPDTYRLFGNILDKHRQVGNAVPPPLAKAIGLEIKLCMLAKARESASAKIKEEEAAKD
NadD inh = NadD (S. aureus) enzyme inhibition | purified NadD enzyme, colorimetric absorbance read-out | inhibition, % at 20 µM | AID 602399 | actives 0.78% (n = 360,000); in the data active = inhibition above about 26%; also: some compounds past the cut are filed as inactive
The depositor's hits bear a star.

Sample of the layout:
Results for CC(C)NS(=O)(=O)c1ccc(CCC(=O)NCc2cccnc2)cc1 ?
CendR NRP1 mod: 6.7; TbMetRS inhib: -0.7; LMPTP block: -1.7; SKN-1 block: -11.3; SUMO1 PPI mod: 0.6; Scp1 inh: -6.9; STEP inh: 0.1; Neddylation inh: inactive; DNMT1 inh: 1.1; NadD inh: -5.5

How did COc1ccc2[nH]c(=O)c(COC(=O)c3cccs3)cc2c1 do in these assays?
CendR NRP1 mod: 0.9; TbMetRS inhib: -0.8; LMPTP block: 0.2; SKN-1 block: 1.5; SUMO1 PPI mod: -1.5; Scp1 inh: -2.1; STEP inh: -1.2; Neddylation inh: inactive; DNMT1 inh: -5.1; NadD inh: 0.5

What do the screens show for `Cc1cc(=O)n2nc(N3CCC(C(=O)NCc4ccccc4Cl)CC3)sc2n1`?
CendR NRP1 mod: -8.6; TbMetRS inhib: -0.7; LMPTP block: 1.9; SKN-1 block: -19.9; SUMO1 PPI mod: 2.3; Scp1 inh: 9.9; STEP inh: -1.1; Neddylation inh: inactive; DNMT1 inh: -4.5; NadD inh: -0.3

The listing, from the first entry:
Results for CC(C)NS(=O)(=O)c1ccc(CCC(=O)NCc2cccnc2)cc1 ?
CendR NRP1 mod: 6.7; TbMetRS inhib: -0.7; LMPTP block: -1.7; SKN-1 block: -11.3; SUMO1 PPI mod: 0.6; Scp1 inh: -6.9; STEP inh: 0.1; Neddylation inh: inactive; DNMT1 inh: 1.1; NadD inh: -5.5

How did COc1ccc2[nH]c(=O)c(COC(=O)c3cccs3)cc2c1 do in these assays?
CendR NRP1 mod: 0.9; TbMetRS inhib: -0.8; LMPTP block: 0.2; SKN-1 block: 1.5; SUMO1 PPI mod: -1.5; Scp1 inh: -2.1; STEP inh: -1.2; Neddylation inh: inactive; DNMT1 inh: -5.1; NadD inh: 0.5

What do the screens show for `Cc1cc(=O)n2nc(N3CCC(C(=O)NCc4ccccc4Cl)CC3)sc2n1`?
CendR NRP1 mod: -8.6; TbMetRS inhib: -0.7; LMPTP block: 1.9; SKN-1 block: -19.9; SUMO1 PPI mod: 2.3; Scp1 inh: 9.9; STEP inh: -1.1; Neddylation inh: inactive; DNMT1 inh: -4.5; NadD inh: -0.3

How did CC(C)CC(O)C1CCN(C(=O)CCc2nnc(-c3ccc4c(c3)OCO4)o2)CC1 (stereo unspecified) do in these assays?
CendR NRP1 mod: 19.1; TbMetRS inhib: -0.1; LMPTP block: -1.1; SKN-1 block: 1.6; SUMO1 PPI mod: -2.6; Scp1 inh: -1.8; STEP inh: 0.0; Neddylation inh: inactive; DNMT1 inh: -0.7; NadD inh: 0.0

Results for Cc1ccc(NC(=O)CSc2nnc(N)s2)cc1S(=O)(=O)N1CCCCC1 ?
CendR NRP1 mod: 8.4; TbMetRS inhib: -0.3; LMPTP block: 0.4; SKN-1 block: 22.7; SUMO1 PPI mod: 1.5; Scp1 inh: 1.0; STEP inh: 3.3; Neddylation inh: inactive; DNMT1 inh: -0.4; NadD inh: -1.4

How did O=C(Nc1cccc(O)c1)c1ccc(Br)cc1 do in these assays?
CendR NRP1 mod: -11.7; TbMetRS inhib: -0.1; LMPTP block: 0.2; SKN-1 block: -17.9; SUMO1 PPI mod: -2.0; Scp1 inh: -3.4; STEP inh: 0.1; Neddylation inh: inactive; DNMT1 inh: -6.1; NadD inh: -8.4

Results for N#Cc1c(C(F)(F)F)cc(-c2cccs2)nc1SCc1ccc(Cl)nc1 ?
CendR NRP1 mod: -8.9; TbMetRS inhib: -0.3; LMPTP block: 2.9; SKN-1 block: 2.4; SUMO1 PPI mod: -2.9; Scp1 inh: -13.0; STEP inh: -6.0; Neddylation inh: inactive; DNMT1 inh: 6.5; NadD inh: -3.2

What do the screens show for `COc1cc(OC)cc(-c2nnc(SCC(=O)N3CCCCC3)o2)c1`?
CendR NRP1 mod: 3.8; TbMetRS inhib: -0.5; LMPTP block: -1.8; SKN-1 block: -7.4; SUMO1 PPI mod: 3.0; Scp1 inh: -11.7; STEP inh: -1.5; Neddylation inh: inactive; DNMT1 inh: 0.2; NadD inh: -2.9

How did COc1nc(C)ccc1-c1noc(-c2ccccn2)n1 do in these assays?
CendR NRP1 mod: -10.8; TbMetRS inhib: -1.4; LMPTP block: -0.8; SKN-1 block: 2.1; SUMO1 PPI mod: 0.1; Scp1 inh: 5.7; STEP inh: -3.0; Neddylation inh: inactive; DNMT1 inh: 1.5; NadD inh: -6.1

Results for CC1Cc2ccccc2N1c1ncnc2nc[nH]c12 (stereo unspecified) ?
CendR NRP1 mod: -8.8; TbMetRS inhib: -0.4; LMPTP block: -2.9; SKN-1 block: 11.1; SUMO1 PPI mod: 4.6; Scp1 inh: -9.8; STEP inh: 2.1; Neddylation inh: active; DNMT1 inh: -1.2; NadD inh: 3.9

How did CCOC(=O)C1CCN(c2ncnc3c2cnn3-c2ccc(Cl)cc2)CC1 do in these assays?
CendR NRP1 mod: 13.5; TbMetRS inhib: -1.6; LMPTP block: 0.0; SKN-1 block: -3.0; SUMO1 PPI mod: 1.6; Scp1 inh: 6.6; STEP inh: 3.4; Neddylation inh: inactive; DNMT1 inh: -0.2; NadD inh: 0.8

What do the screens show for `CCn1ncc(Br)c1C(=O)Nc1c(C)nn(Cc2c(F)c(F)c(F)c(F)c2F)c1C`?
CendR NRP1 mod: 4.1; TbMetRS inhib: -0.3; LMPTP block: -0.5; SKN-1 block: 10.7; SUMO1 PPI mod: -1.3; Scp1 inh: -2.4; STEP inh: -2.2; Neddylation inh: inactive; DNMT1 inh: 1.8; NadD inh: 2.0

What do the screens show for `CC(C(=O)OCC(=O)NC1CCCCC1)N1C(=O)c2ccccc2C1=O` (stereo unspecified)?
CendR NRP1 mod: 13.8; TbMetRS inhib: -0.6; LMPTP block: -2.1; SKN-1 block: -3.8; SUMO1 PPI mod: -6.2; Scp1 inh: -2.2; STEP inh: -3.8; Neddylation inh: inactive; DNMT1 inh: -2.4; NadD inh: -3.8

What do the screens show for `O=C1OC(c2ccc(F)cc2)CC1CN1CCOCC1` (stereo unspecified)?
CendR NRP1 mod: -6.1; TbMetRS inhib: -0.5; LMPTP block: -0.4; SKN-1 block: 10.2; SUMO1 PPI mod: 3.3; STEP inh: 0.4; Neddylation inh: inactive; DNMT1 inh: -0.8; NadD inh: 2.2

How did CCC(=O)N1CCCN(S(=O)(=O)c2ccc(C)cc2)C1c1ccc(OC)cc1 (stereo unspecified) do in these assays?
CendR NRP1 mod: -4.3; TbMetRS inhib: -0.3; LMPTP block: 0.2; SKN-1 block: 5.2; SUMO1 PPI mod: 5.9; Scp1 inh: -7.7; STEP inh: -1.8; Neddylation inh: inactive; DNMT1 inh: -1.1; NadD inh: -6.9

What do the screens show for `COc1ccccc1N1CCN(C(=O)CCCCn2c(=O)[nH]c3ccsc3c2=O)CC1`?
CendR NRP1 mod: -17.3; TbMetRS inhib: 1.4; LMPTP block: 1.9; SKN-1 block: -16.3; SUMO1 PPI mod: 5.2; Scp1 inh: -8.5; STEP inh: -0.9; Neddylation inh: inactive; DNMT1 inh: 3.8; NadD inh: 7.6

What do the screens show for `COc1ccc(C(=O)/C=C(\C)NCc2ccc3c(c2)OCO3)cc1`?
CendR NRP1 mod: 14.3; TbMetRS inhib: -0.1; LMPTP block: 1.4; SKN-1 block: 12.6; SUMO1 PPI mod: -2.7; Scp1 inh: -15.4; STEP inh: 1.3; Neddylation inh: inactive; DNMT1 inh: -1.1; NadD inh: -0.2

What do the screens show for `CCc1cccc(NS(=O)(=O)c2csc(C(N)=O)c2)c1`?
CendR NRP1 mod: 1.9; TbMetRS inhib: 0.0; LMPTP block: -0.5; SKN-1 block: 8.6; SUMO1 PPI mod: 0.7; Scp1 inh: -12.3; STEP inh: 0.3; Neddylation inh: inactive; DNMT1 inh: 0.5; NadD inh: -2.3

How did COc1ccc(C)cc1S(=O)(=O)N1CCN(C)CC1c1ccccc1 (stereo unspecified) do in these assays?
CendR NRP1 mod: -0.8; TbMetRS inhib: -0.5; LMPTP block: -0.4; SKN-1 block: -3.5; SUMO1 PPI mod: -0.7; Scp1 inh: 9.8; STEP inh: -1.1; Neddylation inh: inactive; DNMT1 inh: -0.9; NadD inh: -3.8

How did O=C(C[n+]1cccc(C(=O)Nc2ccccc2)c1)c1ccccc1 do in these assays?
CendR NRP1 mod: 9.9; TbMetRS inhib: -0.4; LMPTP block: 0.6; SKN-1 block: 16.0; SUMO1 PPI mod: -19.0; Neddylation inh: inactive; NadD inh: 3.2

What do the screens show for `CCNC(=O)c1ccccc1SCC(=O)Nc1ccc(F)cc1`?
CendR NRP1 mod: -1.2; TbMetRS inhib: -1.3; LMPTP block: -0.9; SKN-1 block: -4.1; SUMO1 PPI mod: 0.7; Scp1 inh: -2.3; STEP inh: -5.5; Neddylation inh: inactive; DNMT1 inh: 0.1; NadD inh: -6.4

What do the screens show for `OCC1(Cc2ccc(F)cc2)CCCN(CCc2ccccc2)C1` (stereo unspecified)?
CendR NRP1 mod: -7.2; TbMetRS inhib: -0.2; LMPTP block: 0.8; SKN-1 block: 14.1; SUMO1 PPI mod: -0.4; Scp1 inh: -7.7; STEP inh: 1.7; Neddylation inh: inactive; DNMT1 inh: -3.8; NadD inh: -5.6

What do the screens show for `O=C(c1[nH]ncc1[N+](=O)[O-])N1CCOCC1`?
CendR NRP1 mod: -5.9; TbMetRS inhib: -0.8; LMPTP block: -2.0; SKN-1 block: -2.7; SUMO1 PPI mod: 2.7; Scp1 inh: 9.4; STEP inh: -2.2; Neddylation inh: inactive; DNMT1 inh: 1.7; NadD inh: -3.3

Results for Nc1cc(S(=O)(=O)Nc2cc(Cl)ccc2Cl)ccc1N1CCOCC1 ?
CendR NRP1 mod: 6.5; TbMetRS inhib: -0.6; LMPTP block: 2.2; SKN-1 block: -4.9; SUMO1 PPI mod: 0.3; Scp1 inh: -5.8; STEP inh: 11.3; Neddylation inh: inactive; DNMT1 inh: -3.5; NadD inh: -1.1

Results for COc1cccc(/C=N/Nc2cc(C)nc(-c3ccccc3O)n2)c1O ?
CendR NRP1 mod: 8.2; TbMetRS inhib: -0.9; LMPTP block: 4.6; SKN-1 block: 14.7; SUMO1 PPI mod: 4.3; Scp1 inh: 0.2; STEP inh: -3.4; Neddylation inh: active; DNMT1 inh: -0.3; NadD inh: -6.0

Results for CCCNC(=O)c1nc(C)c(C)nc1C(=O)Nc1cccc(Cl)c1 ?
CendR NRP1 mod: -0.5; TbMetRS inhib: -0.2; LMPTP block: -1.8; SKN-1 block: 7.8; SUMO1 PPI mod: 0.5; Scp1 inh: -11.8; STEP inh: -2.3; Neddylation inh: inactive; DNMT1 inh: -2.3; NadD inh: -3.4

Rows were taken by chance, and some 4.6% of all compounds hit somewhere here.
